Eya2 inh: inhibitors of human Eya2 phosphatase activity; O00167; recombinant Eya2, OMFP fluorescence dephosphorylation (OMFP is methylfluorescein phosphate); Potency, µM (series often up to 76.9 µM), for inactives: at the top dose activity, negative = inhibition, most hits filed as inhibitors; 330,000 compounds, 0.006% hits; AID 488837; further: potency means the concentration at half of the fitted maximal effect
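Eya2 (0.2 uM) preincubated 10 min at ambient with compound, then OMFP substrate added at 50 uM; 10 min reaction in 50 mM HEPES pH 7.5, 50 mM NaCl, 5 uM MgCl2, 0.05% BSA, 1 mM DTT. Fluorescence read at Ex 485/Em 525 nm.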
FBPA coupling cs: inhibits coupling enzyme system, counter-screen for aldolase hits; coupling enzyme system counterscreen, AmpLite Red fluorescence; AID 2472; activity change, negative = inhibition, % at 58.2 µM, hits read low; 290,000 compounds, 0.67% hits; in the data active means activity change below about -30%
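Coupling enzymes only (glyceraldehyde-3-phosphate) + compound, at 57.5 uM final, 10 min RT; add substrate/coupling/AmpLite Red mix, 20 min RT; fluorescence ex 525/em 598 nm. Actives flag coupling-system interference.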
Giardia kill: kills Giardia lamblia | Giardia lamblia trophozoite viability | activity change, % at 7.66 µM, hits read low | 340,000 compounds, 0.15% hits | AID 540267; in the data active means activity change below about -80%; inconclusive means between about -30% and that limit;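 further: parasites exposed to compound for two days anaerobically before the ATP read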
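Viability, read as ATP luminescence: trophozoites at 100 cells/well, compound added, 48 hrs anaerobic at 37 deg C, then 15-30 min room-temperature development before reading.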
B2AR arrestin: recruits beta-arrestin to the human beta2-adrenergic receptor. P07550. beta-arrestin recruitment to beta2AR, cell-based reporter. Potency, µM (doses to about 46.1 µM), inactives show at the top dose activation, hits mostly activators. 330,000 compounds, 0.02% hits. AID 492947;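 further: potency means the concentration at half of the fitted maximal effect; 0% = DMSO controls and full agonism = EC100 isoproterenol or metaproterenol; nearly all actives have a fitted effect of over 65% in size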
Target sequence (P07550 whole entry, looked up): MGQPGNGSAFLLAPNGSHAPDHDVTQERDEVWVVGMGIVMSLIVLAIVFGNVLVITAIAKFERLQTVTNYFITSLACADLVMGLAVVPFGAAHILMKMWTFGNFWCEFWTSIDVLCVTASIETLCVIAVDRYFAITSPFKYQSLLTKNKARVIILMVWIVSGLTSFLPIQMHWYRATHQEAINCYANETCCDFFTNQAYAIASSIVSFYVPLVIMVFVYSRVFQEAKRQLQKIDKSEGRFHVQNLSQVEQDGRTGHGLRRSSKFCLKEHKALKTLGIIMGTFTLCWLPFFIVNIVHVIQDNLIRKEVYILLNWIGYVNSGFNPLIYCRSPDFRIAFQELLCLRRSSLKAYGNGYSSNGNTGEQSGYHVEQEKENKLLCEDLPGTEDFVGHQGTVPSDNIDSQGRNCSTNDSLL
USP2a block: blocks human ubiquitin-specific protease USP2a | O75604 | USP2 core, Ub-CHOP2 coupled fluorogenic reporter, 485/531 | Potency, µM (top dose mostly 38.3 µM), without a hit: at the top dose activity change, negative = inhibition, actives largely listed as inhibitors | 330,000 compounds, 0.01% hits | AID 463254;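 further: potency means the concentration at half of the fitted maximal effect; plate controls were DMSO wells for no effect and full inhibition by NEM control for full effect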
Target sequence (O75604 whole entry, looked up): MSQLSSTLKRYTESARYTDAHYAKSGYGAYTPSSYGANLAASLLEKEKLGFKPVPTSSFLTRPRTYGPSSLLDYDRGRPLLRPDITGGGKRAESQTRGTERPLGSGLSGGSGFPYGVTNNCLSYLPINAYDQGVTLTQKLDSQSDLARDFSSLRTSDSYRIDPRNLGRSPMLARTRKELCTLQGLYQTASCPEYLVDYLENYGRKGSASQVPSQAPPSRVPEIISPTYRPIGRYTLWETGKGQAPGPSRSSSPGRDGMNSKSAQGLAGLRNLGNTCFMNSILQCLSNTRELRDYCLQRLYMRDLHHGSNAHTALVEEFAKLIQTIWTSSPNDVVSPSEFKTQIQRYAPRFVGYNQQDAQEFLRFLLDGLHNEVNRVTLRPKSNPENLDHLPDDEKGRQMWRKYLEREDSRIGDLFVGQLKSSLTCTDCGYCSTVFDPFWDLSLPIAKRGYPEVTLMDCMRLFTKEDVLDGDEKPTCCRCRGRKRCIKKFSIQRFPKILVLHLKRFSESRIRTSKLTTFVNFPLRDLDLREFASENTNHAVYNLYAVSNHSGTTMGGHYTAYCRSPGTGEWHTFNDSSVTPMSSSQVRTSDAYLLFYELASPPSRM
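Cell-free coupled assay: 10nM USP2 core preincubated 30min RT with compound in Tris-HCl pH 8.0/CaCl2/CHAPS buffer, then 25nM Ub-CHOP2 and 25nM reporter substrate; fluorescence (Ex 485/Em 531) read after 60min RT, normalized to NEM inhibition, concentration-response curves fitted.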
PKM2 activator: increases activity of human pyruvate kinase M2 | P14618 | purified PKM2, Kinase-Glo ATP luminescence, activation; response scale: 0% is enzyme alone, no compound | Potency, µM (top dose mostly 57.5 µM), inactives show at the highest dose activation, hits mostly activators | 260,000 compounds, 0.34% hits; further: potency means the concentration at half of the fitted maximal effect; nearly all actives have a fitted effect of over 55% in size
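ATP formation by purified human PK-M2, quantified via coupled luciferase luminescence after 1 h at room temperature with 0.1 mM ADP and 0.5 mM PEP final.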
GALK inh: blocks human galactokinase activity; P51570; Purified GALK, Kinase-Glo residual ATP luminescence; Potency, µM (doses to about 57.5 µM), without a hit: top-dose activity change, negative = inhibition, hits mostly inhibitors; 270,000 compounds, 0.007% hits; AID 1868; further: potency means the concentration at half of the fitted maximal effect
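Luminescence from leftover ATP (Ultra-Glo luciferase/luciferin) served as read-out after a 1 h room-temperature reaction of 5 nM GALK with 35 uM ATP and 100 uM galactose.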
KCNH2 WT inh: inhibitors of human wildtype KCNH2 potassium channel; 340,000 compounds, 0.37% hits; Q12809; U2OS, BacMam KCNH2, thallium flux FluxOr; active compounds read low; activity change, % at 1.84 µM;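 active means maximum activity change below -70%; inconclusive means maximum activity change between -70% and -50%; inactive means maximum activity change above -50%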
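U2OS cells were transduced with wild-type KCNH2 virus (2.03 x 10^8 / mL) for 4 h at room temperature, then cultured overnight at 37 C. Thallium flux was read with FluxOr dye. Rate constants were normalized to DMSO controls.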
uPA surface inh: cell surface uPA generation inhibition | AID 540303 | cell surface uPA generation assay, qHTS | 330,000 compounds, 0.31% hits | Potency, µM (series often up to 38.3 µM), for the others: at the top dose activity change, negative = inhibition, hits mostly inhibitors; active means well fitted inhibition curve with a large enough effect; inconclusive means small, poorly fitted or top-dose-only effect; inactive means no such curve, though single readings can be large or run the other way; tested in mouse RAW 264.7 cells; further: potency means the concentration at half of the fitted maximal effect; nearly all actives have a fitted effect of over 55% in size
KCNH2 3.1 block: inhibitors of human KCNH2 3.1 potassium channel isoform; U2OS KCNH2 3.1, thallium flux FluxOr; active compounds read low; activity change, % (tested at about 1.8 µM); 340,000 compounds, 0.95% hits;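 active means maximum activity change below -70%; inconclusive means maximum activity change from -70% to -50%; inactive means maximum activity change above -50%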;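 further: thallium influx rate constant from kinetic fluorescence after stimulation buffer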
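Normalized rate constant (relative to positive and negative DMSO controls) derived from a 2 min kinetic fluorescence read after stimulation; U2OS cells expressing the 3.1 isoform via virus at 1.77 x 10^8 /mL.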
BCR signal inh: chronic active BCR signaling inhibition. AID 493014. 340,000 compounds, 0.05% hits. ABC-DLBCL IkBa-CBG/CBR reporter, luminescence ratio, 4 h. Potency, µM (titrated, usually from 46.1 µM), for inactives: at the highest dose ratio change, negative = lower green/red ratio, actives largely listed as inhibitors; active means well fitted inhibition curve with a large enough effect in the signal ratio, with a control signal flat, not every such curve was filed as active; inconclusive means small, poorly fitted or top-dose-only effect, or effect the other way, or a change in a side signal; the % refers to the signal ratio;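 further: potency means the concentration at half of the fitted maximal effect; plate controls were basal doxycycline-induced cells for no effect and cells given 10 µM MG132 for full effect; MG132 reads +100%, hits lower the ratio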
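Doxycycline induced both beetle luciferases in TMD8 lymphoma cells; IKK-driven degradation limits the IkappaBalpha-fused green signal, while red luminescence normalises for cell number and nonspecific effects. Compounds tested up to 46 uM, 4 hrs.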
Active calls of the source: *; ? = inconclusive; . = not tested or not shown. Unless noted, the call rests on the fitted dose curve; in most records, active means well fitted curve in the direction sought with a large enough effect; inconclusive means small, poorly fitted or top-dose-only effect, or another doubt; inactive means no such curve, though single readings can be large; an effect the other way counts as inactive or inconclusive. Unless noted, on the % scale 0 is the no-effect control and ±100 the full control effect.

SMILES	Eya2 inh	FBPA coupling cs	Giardia kill	B2AR arrestin	USP2a block	PKM2 activator	GALK inh	KCNH2 WT inh	uPA surface inh	KCNH2 3.1 block	BCR signal inh
Cc1cccc2nc(Cn3c(=O)n(CCC(=O)NCc4ccco4)c(=O)c4sccc43)cc(=O)n12	7%	1	-10	0.0%	0%	-1%	-1%	-3	-3%	-7	5%
CCc1cccc2c(C=C(C#N)C#N)cn(CC(=O)N3CCCCCC3)c12	5%	1	2	-0.2%	1%	2%	-2%	-5	0%	-13	-1%
O=C(NCc1ccco1)c1cnc2ccccn2c1=O	13%	2	-2	-0.1%	1%	8%	2%	-3	-10%	6	7%
Cn1c(CN2CCCC2)nc2cc(NC(=O)Nc3ccccc3)ccc21	-13%	3	1	13%	1%	0%	0%	9	-1%	23	?
COc1ccccc1/C=C\C=N\NC(=O)CCn1nnc2ccccc21	5%	1	-2	-0.5%	1%	-2%	1%	-22	-11%	-38	0%
CSc1nc2ccc(N3C(=O)C4CCCCC4C3=O)cc2s1 (stereo unspecified)	7%	3	3	3.4%	1%	0%	-4%	-16	6%	-3	12%
CCOC(=O)C1CCN(C(=S)NC2CC3C=CC2C3)CC1 (stereo unspecified)	0%	3	14	-0.7%	0%	-5%	2%	6	2%	2	-5%
C[C@@H]1CC[C@]2(C(=O)O[C@@H]3O[C@H](CO)[C@@H](O)[C@H](O)[C@H]3O)CC[C@]3(C)C(=CCC4[C@@]5(C)CC[C@H](O[C@@H]6OC[C@H](O)[C@H](O[C@@H]7O[C@H](CO)[C@@H](O)[C@H](O)[C@H]7O)[C@H]6O)C(C)(C)C5CC[C@]43C)C2[C@]1(C)O (stereo partly specified)	1%	.	-10	0.1%	2%	.	.	3	15%	15	1%
COc1cccc(-c2c(NC(=O)c3ccco3)oc3ccc(Cl)cc3c2=O)c1	6%	1	7	0.6%	-1%	2%	-2%	1	4%	7	-1%
CCCCSC(=O)Nc1ccccc1	12%	0	8	0.1%	-1%	3%	7%	-3	1%	2	0%
COc1ccc(C)cc1NC(=O)c1ccc2c(=O)n3c(nc2c1)CCCCC3	-4%	.	-1	-1.1%	2%	.	4%	3	3%	16	-3%
CCc1nnc(SCC(=O)Nc2ccc3c(c2)OCO3)n1CC	10%	.	-17	-0.1%	-2%	-8%	-2%	-205*	-1%	.	3%
Cc1[nH]n(-c2nc(-c3ccccc3)cc(=O)[nH]2)c(=O)c1CCO	19%	-1	-6	0.0%	1%	4%	1%	-1	-2%	-3	10%
CNC(=O)N(O)C1N(/N=C/c2ccc(C)cc2)C(=S)SC1(C)C (stereo unspecified)	14%	0	-6	0.3%	4%	.	2%	-4	7%	24	-2%
N=c1c(C(=O)NC2CCCCC2)cc2c(=O)n3ccccc3nc2n1Cc1ccccc1	-4%	.	10	0.5%	8%	.	-5%	-7	3%	-14	-10%
CCCCn1c(N)c(N(CCOC)C(=O)c2cc(-c3ccncc3)nc3ccccc23)c(=O)[nH]c1=O	-5%	.	-10	-0.7%	2%	-1%	4%	3	5%	-11	-6%
O=C(CSc1nnc(NC(=O)c2ccccc2[N+](=O)[O-])s1)NCC1CCCO1 (stereo unspecified)	-8%	.	-20	-0.1%	-2%	-9%	-1%	-11	4%	.	8%
CCCSc1cc(N2CCOCC2)nc(-c2ccccc2Cl)n1	4%	0	-8	-0.1%	0%	0%	-4%	8	5%	-5	-15%
O=C1/C(=C/c2cccnc2)SC(=S)N1c1ccccc1	-3%	3	15	-0.9%	3%	-6%	-2%	.	13%	0	5%
CCC(C)[C@H](NC(=O)NCc1cccs1)C(=O)O (stereo partly specified)	-6%	2	-12	-0.1%	2%	-2%	3%	-12	3%	4	0%
CCOC(=O)c1c(C)[nH]c(C(=O)OCC(=O)Nc2cc(C)nn2-c2ccccc2)c1C	-15%	.	2	0.3%	0%	.	.	-11	6%	7	-3%
COc1ccccc1NS(=O)(=O)c1cccc(C(=O)N/N=C(\C)c2ccc(-n3ccnc3)cc2)c1	-29%	-3	-3	-0.3%	4%	9%	0%	1	-2%	-1	19%
O=C(OCC(=O)N1CCCC1)c1ccco1	7%	3	11	0.3%	-1%	-1%	6%	-5	-9%	-3	-1%
O=C(NCC(=O)N(c1ccccc1)C(C(=O)NC1CCCCC1)c1cccnc1)c1cccs1 (stereo unspecified)	1%	1	4	-0.4%	1%	0%	-2%	-10	0%	3	-2%
Cc1cc(S(=O)(=O)N(Cc2ccc(F)cc2)CC2CCCO2)ccc1-n1cnnn1 (stereo unspecified)	-8%	0	-7	-0.7%	4%	6%	5%	-16	-3%	-24	3%
C=CCNC(=S)Nc1ccc2cn[nH]c2c1	7%	7	-5	0.2%	0%	-3%	-1%	3	4%	-8	?
CCN(CC)CCCn1c(SCC(=O)NCC2CCCO2)nc2ccccc2c1=O (stereo unspecified)	19%	.	-14	-0.4%	1%	.	.	7	-1%	15	1%
O=C(N=Nc1c(O)[nH]c2ccc(Br)cc12)c1ccccc1-n1cccc1	5%	2	4	-0.2%	1%	-2%	0%	0	.	13	?
C#Cc1ccc([C@@H]2C=C(C(=O)NC3CC3)O[C@H](OCC)[C@H]2CCCO)cc1	7%	5	0	-0.7%	-12%	-6%	-2%	.	20%	.	-4%
O=C(NCc1cccnc1)c1cccc(S(=O)(=O)Nc2ccc(F)cc2)c1	-12%	.	-11	-0.2%	0%	.	.	1	-16%	-11	2%

Shown with two lines to a compound: part of the list above
Values run as follows: Eya2 inh	FBPA coupling cs	Giardia kill	B2AR arrestin	USP2a block	PKM2 activator	GALK inh	KCNH2 WT inh	uPA surface inh	KCNH2 3.1 block	BCR signal inh
O=C(NCC(=O)N(c1ccccc1)C(C(=O)NC1CCCCC1)c1cccnc1)c1cccs1 (stereo unspecified)
  1%	1	4	-0.4%	1%	0%	-2%	-10	0%	3	-2%
Cc1cc(S(=O)(=O)N(Cc2ccc(F)cc2)CC2CCCO2)ccc1-n1cnnn1 (stereo unspecified)
  -8%	0	-7	-0.7%	4%	6%	5%	-16	-3%	-24	3%

The results go on:
SMILES	Eya2 inh	FBPA coupling cs	Giardia kill	B2AR arrestin	USP2a block	PKM2 activator	GALK inh	KCNH2 WT inh	uPA surface inh	KCNH2 3.1 block	BCR signal inh
O=C(NCCc1ccccc1)C(c1cccs1)N(C(=O)CCl)c1ccc(Cl)cc1 (stereo unspecified)	-4%	0	3	-0.4%	1%	-11%	-3%	-11	-10%	13	?
CCOc1ccc(C(=O)NCC(=O)OCc2c(F)cccc2Cl)cc1OCC	-2%	5	-1	-0.7%	2%	2%	0%	4	1%	4	?
CC(C)CCN1CCN(Cc2cccc3nonc23)CC1CCO (stereo unspecified)	1%	1	-22	-0.5%	2%	3%	2%	-6	19%	-7	-9%
CCCOc1ccc(/C=C/C(=O)N2CCN(c3ccccn3)CC2)cc1	11%	1	12	0.0%	2%	-4%	-2%	-1	-4%	12	0%
O=C(N1CCN=C1SCc1cccnc1)C12CC3CC(CC(C3)C1)C2	-10%	-1	-7	-0.5%	0%	0%	-1%	-18	-4%	-15	?
CCCCN(C(=O)c1oc2ccc(OCC)cc2c1C)c1c(N)n(CC(C)C)c(=O)[nH]c1=O	-1%	.	-26	-0.9%	2%	.	.	22	0%	18	22%
COc1cccc(NC(=O)Cn2c(=O)n(-c3ccccc3)c(=O)c3oc4ccccc4c32)c1	1%	2	3	8.7%	3%	2%	-1%	9	-7%	-3	-1%
COc1cc(OC)cc(C(=O)NCC(=O)OCC(=O)N2c3ccccc3NC(=O)C2(C)C)c1	7%	0	-4	0.1%	4%	-2%	-2%	-23	3%	1	1%
CCC(C)[C@H](NC(=O)N1CC(=O)Nc2ccccc21)C(=O)N[C@H](Cc1ccccc1)C(=O)O (stereo partly specified)	-10%	-1	13	8.9%	2%	1%	.	1	-5%	1	1%
Cc1cccc(C)c1NC(=O)CSCC(=O)c1ccc(O)c(O)c1	9%	3	-8	-0.3%	-1%	1%	-1%	-17	-4%	-16	-11%
COc1ccc(Cc2nc(-c3ccc(-n4cccc4)cc3)no2)cc1	-3%	1	-9	-0.2%	5%	-3%	0%	-12	-4%	16	?
O=C(Cc1cccc2ccccc12)N/N=C/c1ccc(Sc2cccc3cccnc23)o1	12%	-5	.	?	-1%	8%	6%	.	.	.	?
O=[N+]([O-])c1ccc(C2CNC(c3ccccc3)O2)cc1 (stereo unspecified)	3%	0	2	0.0%	-1%	5%	-3%	5	1%	-5	-7%
C/C(=N\NC(=O)c1ccoc1C)c1ccccc1	-23%	0	-22	-1.0%	0%	-31%	7%	2	-2%	11	?
CN(CC(=O)Nc1ccccc1[N+](=O)[O-])Cc1ccc(Br)cc1	-20%	1	-11	0.2%	-1%	-2%	-2%	2	-1%	-4	1%
Cn1c(SCC(=O)NC2CCS(=O)(=O)C2)nc2ccccc21 (stereo unspecified)	-21%	.	7	-0.7%	-1%	.	.	-18	2%	4	0%
Cc1cc(=O)cc(C)n1-c1ccc(O)cc1	-7%	1	-18	-0.4%	1%	1%	4%	10	4%	-11	-1%

High-throughput results (PubChem BioAssay)
